High-throughput results: PubChem, Broad Institute
MITF act = MITF TRPM1 promoter activation in melanoma cells. SK-MEL-5 TRPM1-promoter luciferase, 24 h; % of positive control, neutral wells = 0. activation, % at 12.5 µM. hit rate 0.75% among 300,000. AID 588334;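 active = mean activation of at least 80% with every replicate also reaching 80%; inconclusive = mean reaches 80% but some replicate falls short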;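 note: 0% = neutral control wells and 100% = parthenolide positive control wells; values of inactives mirror those of a sister screen read the other way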
NSD2 HMT inh = inhibitors of human histone methyltransferase NSD2; hit rate 0.54% among 310,000; O96028; inhibition, % at 12.5 µM; NSD2 peptide methylation, AlphaScreen, 120 min; in the data active = inhibition above about 50%
dFosB activator = activators of mouse delta FosB homodimer. purified delta FosB, TAMRA-CDK5 oligo fluorescence polarization; percent of positive-control signal above neutral wells. activation, % at 25 µM. hit rate 0.99% among 340,000. AID 493131;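 active = mean activation above about 17%, with every replicate also reaching it, limit read from the data, passing the limit was not always enough; inconclusive = only one of the two conditions met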;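 note: fluorescence polarization rise as delta FosB binds a TAMRA Cdk5 AP-1 oligo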
Target sequence (P13346 whole entry, looked up): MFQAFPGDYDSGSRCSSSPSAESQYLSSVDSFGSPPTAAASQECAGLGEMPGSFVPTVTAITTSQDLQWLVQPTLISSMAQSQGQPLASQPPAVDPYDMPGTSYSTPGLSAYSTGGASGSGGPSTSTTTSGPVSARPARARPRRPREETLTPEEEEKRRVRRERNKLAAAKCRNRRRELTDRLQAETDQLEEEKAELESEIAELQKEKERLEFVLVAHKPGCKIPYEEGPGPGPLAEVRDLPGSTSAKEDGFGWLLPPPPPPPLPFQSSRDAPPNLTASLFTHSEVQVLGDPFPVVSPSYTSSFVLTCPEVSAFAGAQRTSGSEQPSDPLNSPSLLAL
PvdQ acylase = P. aeruginosa PvdQ acylase inhibition | purified PvdQ acylase, fluorescence plate reader | AID 488965 | inhibition, % at 10 µM | hit rate 0.063% among 340,000; in the data active = inhibition above about 30%, passing the limit was not always enough; inconclusive = no clear call, values can overlap the other calls;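 note: 0% = vehicle neutral wells and 100% = reference inhibitor wells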
CAL PDZ FP-1 = inhibitors of human CAL PDZ peptide binding | Q9HD26 | purified CAL PDZ, TMR-peptide fluorescence polarization, 1 h | inhibition, % at 20 µM | hit rate 0.02% among 330,000 | AID 504414;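 active = highest replicate inhibition of at least 40%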;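 note: plate controls were DMSO neutral control wells for no effect and unlabeled competitor peptide control wells for full effect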
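Material: tagged CAL PDZ protein CerCALP, purified; buffer or medium: sodium phosphate/NaCl buffer pH 7.4 with TCEP, IgG, Thesit; also added: fluorescent TMR peptide probe; schedule: 1 h incubation at room temperature before polarization reading; technique: fluorescence polarization from S- and P-plane intensities, G-factor corrected; control set: unlabelled peptide and DMSO controls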
PfHsp90 yeast 2 = inhibits growth of yeast expressing Plasmodium falciparum Hsp90 | AID 504621 | hit rate 0.32% among 310,000 | S. cerevisiae expressing PfHsp90, BacTiter-Glo ATP, 48 h; yeast lacking PDR1 and PDR3 efflux regulators | inhibition, % at 9.4 µM;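 active = every replicate shows inhibition above about 80%, whatever the replicate mean, limit read from the data; inconclusive = mean inhibition reaches the set limit but some replicate falls short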;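 note: 0% = DMSO neutral controls and 100% = 20 µM radicicol positive controls; yeast relying on Plasmodium falciparum Hsp90 in place of its own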
CAL PDZ FP-2 = inhibitors of human CAL PDZ peptide binding | Q9HD26 | purified CAL PDZ, TMR-peptide fluorescence polarization, 1 h | inhibition, % at 24.9 µM | hit rate 0.92% among 300,000 | AID 602252;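 active = mean inhibition of at least 30% with at least half of replicates also reaching 30%; inconclusive = no clear call, values can overlap the other calls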;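 note: 0% = DMSO neutral control and 100% = excess unlabeled competitor peptide PRC23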
SR-BI HDL uptake = mouse SR-BI HDL lipid transfer inhibition. Q61009. ldlA[mSR-BI] CHO cells, DiI-HDL uptake fluorescence, 3 h. inhibition, % at 12.5 µM. hit rate 0.96% among 320,000;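 active = mean replicate inhibition of at least 70% and a set share of replicates each scoring 70 or more; inconclusive = meets just one of the two criteria; inactive = fails both criteria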;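 note: 0% = median of neutral control wells and 100% = median of positive control wells; values of inactives mirror those of a sister screen read the other way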
Rtt109 Vps75 = inhibitors of Candida albicans Rtt109/Vps75 histone acetyltransferase | AID 540336 | Q5AAJ8 | inhibition, % at 34.9 µM | purified Rtt109/Vps75, ThioGlo CoA-SH fluorescence, 4 h | hit rate 0.16% among 330,000;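 active = inhibition of at least 50% in every replicate; inconclusive = best replicate reaches 50% inhibition but some replicates fall short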
Target sequence (Q5AAJ8 whole entry, looked up): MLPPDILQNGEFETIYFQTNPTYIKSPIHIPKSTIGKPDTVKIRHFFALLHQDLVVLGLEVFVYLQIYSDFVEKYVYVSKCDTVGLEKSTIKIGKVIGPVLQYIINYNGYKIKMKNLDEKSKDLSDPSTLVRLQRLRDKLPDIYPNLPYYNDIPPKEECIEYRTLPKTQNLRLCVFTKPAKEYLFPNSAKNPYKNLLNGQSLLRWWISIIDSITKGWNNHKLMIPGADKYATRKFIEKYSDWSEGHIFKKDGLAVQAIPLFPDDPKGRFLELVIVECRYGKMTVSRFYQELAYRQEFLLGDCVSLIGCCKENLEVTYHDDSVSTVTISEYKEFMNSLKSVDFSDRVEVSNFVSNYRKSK
SR-BI DiI-HDL act = SR-BI HDL lipid transfer activation; CHO ldlA[mSR-BI] cells, DiI-HDL uptake fluorescence, 3 h; 100 = double the neutral-control signal; activation, % at 12.5 µM; hit rate 0.096% among 320,000; AID 504775;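 active = mean replicate activation of at least 60% and every replicate at or above 60%; inconclusive = mean or all-replicate condition met, but not both; inactive = mean below 60% and not all replicates reaching 60%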;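 note: 0% = median plate neutral-control signal and 100% = twice that signal; values of inactives mirror those of a sister screen read the other way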
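system = CHO ldlA[mSR-BI] cells, LDL receptor-null, SR-BI overexpressing | medium = Ham's F12 with 0.5% BSA, HEPES 25 mM, pH 7.4 | probe or stimulus = DiI-HDL 10 µg/mL | compound dosing = single-point compound dose | incubation = compound exposure 3 h, 37 °C | technique = DiI fluorescence, bottom read | read-out = cell-associated DiI fluorescence as measure of HDL uptake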
Active calls of the source: *; ? = inconclusive; · = no result given. The order is random. Share with any hit: about 4.3%.

SMILES	MITF act	NSD2 HMT inh	dFosB activator	PvdQ acylase	CAL PDZ FP-1	PfHsp90 yeast 2	CAL PDZ FP-2	SR-BI HDL uptake	Rtt109 Vps75	SR-BI DiI-HDL act
COCCCn1c(SCC(=O)c2ccccc2)nc2ccccc2c1=O	0	1	-14	-3	-1.6	4	-5	25	8	-25
COc1cccc(C2CCCCN(C)C2=O)c1 (stereo unspecified)	-12	0	3	-4	1.3	-4	0	-4	9	4
O=c1c(C=Nc2cccc(C(F)(F)F)c2)c[nH]n1-c1cccc(Cl)n1	1	-3	-9	-7	-2.7	-59	-5	-7	0	7
CC(=O)NS(=O)(=O)c1ccc(NC(=O)/C=C/c2cn(-c3ccccc3)nc2-c2ccccc2)cc1	1	16	-51	-5	-8.7	0	-6	3	3	-3
CC(C)(C)NC(=O)/C=C/c1cccc(C(F)(F)F)c1	0	2	-3	-9	-2.7	-10	-1	-25	3	25
C=CCOC(=O)CSCC(NC(=O)OC(C)(C)C)C(=O)OCC (stereo unspecified)	-8	-5	-9	-11	-0.9	-12	-1	-29	13	29
CN(C1(C)CCS(=O)(=O)C1)S(=O)(=O)c1cccc([N+](=O)[O-])c1 (stereo unspecified)	-3	1	-8	-12	-1.7	27	-5	-11	-1	11
O=C(COC(=O)c1cccc([N+](=O)[O-])c1)c1ccc(OCc2ccccc2)cc1	21	-1	-1	9	-1.2	9	-3	-19	-2	19
c1ccc(Cc2ccc(OCCN3CCOCC3)cc2)cc1	15	3	-2	-10	-0.5	-4	-1	2	-18	-2
CCn1cc(C(=O)OCC(=O)c2cc(C)n(-c3cccc(C(F)(F)F)c3)c2C)c(=O)c2ccc(C)nc21	-9	0	8	1	-1.2	-14	8	4	-8	-4
CC(NC(=O)COC(=O)c1cc2ccccc2cc1O)c1ccccc1 (stereo unspecified)	-8	2	24*	1	-2.3	-9	-1	-9	1	9
Cc1ccc(-c2nnc(CSc3nc(C(C)C)nc4sc(C)c(C)c34)o2)cc1	-11	·	-8	-26	0.5	21	-3	-2	6	2
COc1ccc(S(=O)(=O)N(C)C)cc1NC(=O)CCNC(=O)c1ccco1	·	0	-7	-10	-2.6	16	-5	·	3	·
O=C(O)c1ccc(/C=N\Nc2ccc(S(=O)(=O)N3CCOCC3)cc2[N+](=O)[O-])cc1	6	6	-6	8	-1.1	-10	-4	6	28	-6
COC(=O)Nc1ccc(S(=O)(=O)N2CCCC(C(=O)Nc3cccnc3)C2)cc1 (stereo unspecified)	·	-1	1	0	-1.3	-2	2	-13	3	13
O=C(COc1coc(CN2CCN(c3ccccc3)CC2)cc1=O)Nc1ccc(F)cc1	-6	11	-6	7	-2.1	10	2	5	49	-5
CCOc1ccc(CCNC(=O)CCS(=O)(=O)c2ccc(Cl)cc2)cc1OCC	-4	-1	1	-12	-0.6	-9	-4	10	0	-10
Cc1ccc(/C=N\NC(=O)Cn2nnc3ccccc32)o1	·	1	-4	-7	-3.0	·	2	26	·	-26
COc1ccc2c(c1)c(CCNNC(=O)C(C)(C)C)c(C)n2C(=O)c1ccc(Cl)cc1	4	·	6	5	-1.2	-3	-2	58	10	-58
CCC(C)C(=O)Nc1ccc(OC)cc1OC (stereo unspecified)	0	0	0	0	-1.9	-2	·	-18	12	18
CCn1cc(C(=O)N(C)CC(OC)OC)c(=O)c2cc(S(=O)(=O)N3CCOCC3)ccc21	2	-10	-6	3	-0.6	-4	·	-2	1	2
Cc1cc(C(=O)Nc2ccccc2Cl)n(-c2ccccc2)n1	-15	2	-7	-18	0.4	-5	-9	14	2	-14
CCc1ccc(NS(=O)(=O)c2cccs2)cc1	10	0	6	-3	-2.2	-15	-3	-8	·	8
Cc1cc(C)c(S(=O)(=O)NCc2cn3c(C)csc3n2)cc1C	4	3	-10	12	0.4	-2	-1	-5	-14	5
CCOC(=O)C1=C(C)NC(C)=C(C(=O)OCC)C1C(=O)OCC(=O)N1CCCCC1C (stereo unspecified)	3	-2	5	4	-1.0	-16	-4	-16	0	16
COc1ccc(C(=O)Oc2cc(C)[nH]c(=O)c2[N+](=O)[O-])c(OC)c1	·	·	0	9	-1.9	11	·	-13	14	13
CC(=O)Oc1cccc2c1C(=O)c1c(OC(C)=O)cc(C(=O)O)cc1C2=O	-15	·	7	-3	-0.1	-8	-6	-4	3	4
Cc1ccc(-n2ncc3c(=O)n(CC#N)cnc32)cc1	2	2	0	-7	-1.1	-2	-1	-7	6	7
COc1ccc(C(O)Cc2nccn2C)cc1 (stereo unspecified)	11	-2	-1	-19	-0.2	4	·	-14	0	14
COc1cccc(CNC(=O)C(NS(=O)(=O)c2ccc3c(c2)CCN3C(C)=O)C(C)C)c1 (stereo unspecified)	6	17	-3	12	-2.1	3	-4	-5	-9	5

Retrieved by structure from the list above:
SMILES	MITF act	NSD2 HMT inh	dFosB activator	PvdQ acylase	CAL PDZ FP-1	PfHsp90 yeast 2	CAL PDZ FP-2	SR-BI HDL uptake	Rtt109 Vps75	SR-BI DiI-HDL act
Cc1ccc(-n2ncc3c(=O)n(CC#N)cnc32)cc1	2	2	0	-7	-1.1	-2	-1	-7	6	7
COc1ccc(S(=O)(=O)N(C)C)cc1NC(=O)CCNC(=O)c1ccco1	·	0	-7	-10	-2.6	16	-5	·	3	·
CC(NC(=O)COC(=O)c1cc2ccccc2cc1O)c1ccccc1 (stereo unspecified)	-8	2	24*	1	-2.3	-9	-1	-9	1	9
O=C(O)c1ccc(/C=N\Nc2ccc(S(=O)(=O)N3CCOCC3)cc2[N+](=O)[O-])cc1	6	6	-6	8	-1.1	-10	-4	6	28	-6
COCCCn1c(SCC(=O)c2ccccc2)nc2ccccc2c1=O	0	1	-14	-3	-1.6	4	-5	25	8	-25

Back to the main list; the three compounds before the break are reprinted first.
SMILES	MITF act	NSD2 HMT inh	dFosB activator	PvdQ acylase	CAL PDZ FP-1	PfHsp90 yeast 2	CAL PDZ FP-2	SR-BI HDL uptake	Rtt109 Vps75	SR-BI DiI-HDL act
Cc1ccc(-n2ncc3c(=O)n(CC#N)cnc32)cc1	2	2	0	-7	-1.1	-2	-1	-7	6	7
COc1ccc(C(O)Cc2nccn2C)cc1 (stereo unspecified)	11	-2	-1	-19	-0.2	4	·	-14	0	14
COc1cccc(CNC(=O)C(NS(=O)(=O)c2ccc3c(c2)CCN3C(C)=O)C(C)C)c1 (stereo unspecified)	6	17	-3	12	-2.1	3	-4	-5	-9	5
O=C(CSc1cnc2ccccc2n1)NC1CCCC1	·	-3	-5	-8	-0.4	·	-1	7	-5	-7
CCN1CCCC1CNC(=O)c1cn(C)c2ccc(S(=O)(=O)N3CCCCCC3)cc2c1=O (stereo unspecified)	11	3	-1	6	-0.6	2	3	·	2	·
CCOCCCN(C(=O)c1snc(C(N)=O)c1N)C(C(=O)NC1CCCC1)c1ccc(O)c(OC)c1 (stereo unspecified)	·	·	-7	12	-1.2	10	2	·	4	·
N#Cc1cccc(-c2cn(S(=O)(=O)c3ccc(Cl)cc3)nc2N)c1	-18	-1	5	-7	0.2	-3	2	8	2	-8
O=S(=O)(c1ccc(Br)c2ccccc12)N1CCCC1	·	-2	2	-2	-1.3	-8	0	15	-8	-15
O=C(c1cnn2ccccc12)N(Cc1ccco1)C1CCCC1	·	·	-2	-1	-0.2	19	·	-4	-11	4
COc1cccc(C(=O)Nc2ccc(NC(=O)C3CCCCC3C(=O)O)cc2)c1 (stereo unspecified)	-2	-1	-9	-9	-1.7	22	-5	-10	4	10
Cc1occc1C(=O)OCC(=O)Nc1ccc(F)cc1	38	1	4	10	0.5	-16	2	1	3	-1
Cc1ccc(-c2ccc(/C=N/N3C(=O)C4C5C=CC(C6CC56)C4C3=O)o2)c([N+](=O)[O-])c1 (stereo unspecified)	8	2	5	-4	-0.4	·	0	15	10	-15
Cc1ccccc1C(=O)Oc1ccc2ccc(O)cc2c1	·	-1	-5	-19	0.0	-25	-10	-8	-1	8
Cc1ccc(NC(=O)c2ccc(NC3=NC4CS(=O)(=O)CC4S3)cc2)cc1 (stereo unspecified)	3	-1	3	-13	-2.8	-4	-1	3	-4	-3
CC(C)(C)N1[C@@H](CC(=O)O)c2cc(C(F)(F)F)ccc2S1(=O)=O	-8	·	5	-14	1.0	·	0	-17	1	17
COc1cc(/C=C/C(=O)O)ccc1OS(=O)(=O)c1ccc(C)cc1	1	-2	0	-10	-2.7	-32	-3	-20	8	20
CN1C(C(=O)Nc2ccccn2)=C(O)c2sccc2S1(=O)=O	1	·	1	2	0.0	7	-2	-4	10	9
O=C(/C=N/O)NCCCn1ccnc1	6	-1	4	-18	1.6	5	0	7	1	-7
Cc1nc2ccc(S(=O)(=O)NCC(=O)N(C)Cc3ccco3)cc2s1	-2	-3	-1	-3	-0.3	28	-5	10	10	-10
Cc1ccc(O)c(CO)n1	9	·	3	-9	-1.0	22	-5	-25	1	25
Cc1ccc(C)n1NC(=O)c1ccccc1	6	-1	-5	-7	-0.3	-23	-1	-9	-7	9
Cc1onc(-c2ccccc2)c1C(=O)Nc1ccc(OC(C)C)cc1	4	·	-5	-7	-0.9	-4	·	-110	6	?
O=C(c1ccccc1)c1cc(-c2ccccn2)c(N2CCOCC2)s1	2	-19	2	-6	0.6	14	-1	18	11	-18
CCN1CCN(Cc2ccc(NC(=O)c3cc(NC(=O)N4CCNC4=O)cc(OC)c3)cc2C(F)(F)F)CC1	4	·	-28	-13	-5.8	-3	-5	32	2	-32
O=C(NC1CCCCC1)C(c1ccco1)N(CCc1ccccc1)C(=O)C(F)(F)F (stereo unspecified)	7	0	-6	-10	-0.5	19	-4	14	4	-14
CCCc1nn(C)c(C(=O)Nc2ccccc2)c1Cl	29	32	3	4	-0.7	-1	-1	23	1	-23
Cc1ccc(Cl)cc1NC(=O)CC1NCCNC1=O (stereo unspecified)	-1	-2	-2	18	-0.3	6	0	-10	27	10
